# Compound activity from PubChem BioAssay.
# CHOP inh = inhibitors of CHOP induction in ER stress response; inhibition, % at 10 µM; 220,000 compounds, 3.8% hits; AID 2732; CHO-K1 CHOP-promoter luciferase, tunicamycin-induced, 15-18 h;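 active means compounds that reduced the stress-induced luciferase reporter signal by more than about 70% of percent inhibition, limit read from the data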;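 further: 0% = tunicamycin plus vehicle and 100% = wells without tunicamycin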
# PPC-1+TRAIL kill = PPC-1 cancer cell killing with TRAIL present; PPC-1 cells + TRAIL, ATPLite viability luminescence; cell killing (% activity), % at 4 µM; 220,000 compounds, 0.41% hits; AID 1443;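 active means cell killing above 50% in the first pass at 4 µM, then a duplicate retest at 5 µM averaging 50% or more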;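 further: plate controls were cells with TRAIL plus DMSO for no effect and medium-only wells lacking cells for full effect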
# Ba/F3 V617F tox = lowers viability of Ba/F3 cells expressing EpoR and JAK2V617F; inhibition, % at 5.6 µM; ATP luminescence; 220,000 compounds, 1.1% hits;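 active means inhibition above the campaign mean plus 3 SD over all tested compounds, cut at about 24% in these data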;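 further: cytokine-independent growth of Ba/F3 cells driven by EpoR plus mutant JAK2; 0% = DMSO-treated cells and 100% = JAK inhibitor I control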
# TRPML3 ag = agonists of human TRPML3 channel. HEK293 TRPML3-YFP, Fluo-8 calcium fluorescence; 100% = the carbachol control signal. 220,000 compounds, 0.29% hits. Q8TDD5. activation, % at 3 µM;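 active means activation above its plate's cutoff, the mean activation of the plate's test wells plus 3 SD, cut at about 12% in these data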;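 further: 0% = DMSO only wells and 100% = carbachol wells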
# Target sequence (Q8TDD5 whole entry, looked up): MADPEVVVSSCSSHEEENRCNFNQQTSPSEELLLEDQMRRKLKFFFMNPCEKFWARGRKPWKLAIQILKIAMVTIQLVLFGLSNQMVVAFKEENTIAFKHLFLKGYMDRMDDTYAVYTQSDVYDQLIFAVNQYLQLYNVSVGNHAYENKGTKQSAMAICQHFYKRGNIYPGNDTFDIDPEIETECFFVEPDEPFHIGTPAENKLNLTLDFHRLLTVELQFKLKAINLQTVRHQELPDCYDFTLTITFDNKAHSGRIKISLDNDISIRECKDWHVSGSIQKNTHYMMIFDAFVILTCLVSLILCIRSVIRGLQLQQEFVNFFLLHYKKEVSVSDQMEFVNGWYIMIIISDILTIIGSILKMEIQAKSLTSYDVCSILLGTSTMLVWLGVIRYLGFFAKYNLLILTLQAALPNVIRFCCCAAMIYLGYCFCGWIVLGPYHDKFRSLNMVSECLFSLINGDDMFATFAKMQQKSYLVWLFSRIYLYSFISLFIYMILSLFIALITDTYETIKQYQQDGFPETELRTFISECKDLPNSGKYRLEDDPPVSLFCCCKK
#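 system = HEK293 cells stably carrying human TRPML3-YFP | doses = one concentration, 3 µM nominal, 0.3% DMSO | timing = dye loading 1 h 37 °C then 30 min ambient, 125 s read | detection = Fluo-8 calcium dye fluorescence, ex 470-495, em 515-575 nm | benchmarks = high control carbachol 87 µM, low control DMSO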
# RBBP9 inh = blocks human serine hydrolase RBBP9; 220,000 compounds, 0.2% hits; recombinant RBBP9, FP-Rh probe fluorescence polarization; inhibition, % at 7.94 µM;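 active means inhibition above the campaign mean of all tested compounds plus 3 SD, cut at about 14% in these data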;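 further: plate controls were DMSO wells with RBBP9 for no effect and wells lacking RBBP9 protein for full effect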
# Target sequence (O75884 whole entry, looked up): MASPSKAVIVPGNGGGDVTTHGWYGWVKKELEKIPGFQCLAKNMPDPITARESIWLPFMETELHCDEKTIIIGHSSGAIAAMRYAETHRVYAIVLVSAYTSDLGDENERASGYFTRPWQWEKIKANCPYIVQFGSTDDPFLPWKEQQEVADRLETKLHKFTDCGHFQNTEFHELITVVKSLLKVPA
#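 Test system: recombinant human RBBP9; Timing: 30 min then 45 min, 25 °C; Detection: fluorescence polarization; Control set: RBBP9 with DMSO as uninhibited control, no-protein wells as full inhibition; Compound dosing: one concentration, 7.94 µM nominal, 0.794% DMSO; Probe or stimulus: FP-Rh activity-based probe, 375 nM before mixing.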
# TNF death inh = blocks TNF-alpha induced death of Jurkat FADD-/- cells; Jurkat FADD-/- TNF necroptosis rescue, ATP luminescence, 24 h; 0 = TNF only, 100 = no-TNF cells; activation (protection from cell death), % at 10 µM; 220,000 compounds, 0.068% hits;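 active means activation, meaning protection from cell death, of at least 50% relative to plate controls; inactive means activation below 50%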;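 further: necroptosis triggered by 40 ng/mL TNF-alpha added together with compound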
# zfTRPN1 agonist = activates the zebrafish TRPN1 channel; HEK293 zebrafish TRPN1-YFP, Fluo-8 calcium fluorescence; 100% = response to 87 µM carbachol; 220,000 compounds, 0.18% hits; activation, % at 3 µM;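 active means activation above its plate's cutoff, the mean activation of test wells on that plate plus 3 SD, cut at about 19% in these data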;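 further: 0% = DMSO alone and 100% = 87 µM carbachol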
#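 Assay system: Zebrafish TRPN1-YFP in HEK293 cells | Incubation: Dye loading 1 h at 37 °C, then 30 min room temperature | Measured by: Kinetic Fluo-8 fluorescence, ex 470-495, em 515-575 nm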
# BaF3 tox = parental Ba/F3 viability inhibition as JAK2V617F counter-screen. CellTiter-Glo ATP luminescence. inhibition, % at 5.6 µM. 220,000 compounds, 1.1% hits. AID 1486;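 active means inhibition above a per-campaign cutoff, the mean inhibition of all tested compounds plus 3 SD, cut at about 27% in these data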;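 further: 0% = DMSO wells and 100% = JAK Inhibitor I control wells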
# Wee1 stabilizer = blocks degradation of human Wee1 kinase; 220,000 compounds, 1.2% hits; P30291; reporter increase, % at 5 µM; HeLa Luc-Wee1K328M stability, luciferase luminescence; 100% = proteasome inhibitor MG132 effect;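 active means activation above the mean of all tested compounds plus 3 SD, set per screening run, cut at about 8.8% in these data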;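 further: cells exposed to compound for 20 h before luminescence read; 0% = DMSO alone and 100% = MG132 at 30 µM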
# An asterisk follows results filed as active; x = no result given.
molecule	CHOP inh	PPC-1+TRAIL kill	Ba/F3 V617F tox	TRPML3 ag	RBBP9 inh	TNF death inh	zfTRPN1 agonist	BaF3 tox	Wee1 stabilizer
CCCCN1C(=O)c2ccc(C(=O)Nc3c(N)n(CCCC)c(=O)n(C)c3=O)cc2C1=O	31	-6	-4	0.3	-5	1.4	1.4	-1	-2
NC(=O)CNC(=O)[C@@H]1CC2(CC(c3cccc([N+](=O)[O-])c3)=NO2)CN1C(=O)c1ccccc1 (some centres undefined)	-13	30	1	0.6	-6	-1.1	1.3	0	-3
CCOC(=O)Nc1ccc(S(=O)(=O)NC2CCCCC2)cc1	21	9	0	1.5	6	1.5	3.1	10	1
Cc1cccc(OCc2nnc(SCC(=O)Nc3cccc(C(=O)N4CCOCC4)c3)o2)c1C	-23	18	-1	0.5	-7	0.7	-0.6	0	0
O=C(OCc1cn(-c2ccc(Cl)cc2)nn1)c1ccccc1	43	3	1	-0.3	3	-2.6	0.5	2	-2
COc1ccc(CNC(N)=O)cc1OC	18	2	0	1.2	-2	1.2	-0.9	5	-1
C=CCOc1cccc(C2/C(=C(/O)c3ccc(C)cc3)C(=O)C(=O)N2CCN2CCOCC2)c1 (centres undefined)	-2	30	-2	0.3	-5	0.6	0.5	2	0
c1ccc2c(c1)nc(N1CCN(C3CCCCC3)CC1)c1nnnn12	-17	8	-1	1.4	-7	-1.0	2.1	4	1
O=C(/C=C/c1ccco1)Nc1ccccc1N1CCCCC1	39	3	1	-0.1	-6	-2.6	-0.7	4	2
CCOC(=O)C(C)(C)NS(=O)(=O)c1ccc(Cl)c([N+](=O)[O-])c1	-20	-4	-6	-0.3	9	-0.8	-0.4	-2	4
CCC(=O)Nc1c2c(nn1-c1cccc(Cl)c1)CSC2	4	-5	-1	0.7	-7	-0.6	-0.6	9	0
CCOC(=O)c1cc(/C(C)=N/OC(=O)c2ccc(Cl)cc2)on1	16	-10	-4	0.2	-4	4.5	0.7	-1	-3
COc1ccc(CNc2nc3c(c(=O)[nH]c(=O)n3C)n2Cc2ccccc2C)cc1	25	-22	-4	-1.6	4	-0.4	-0.7	0	-3
Cc1cc(C(F)(F)F)c2c(n1)sc1c(O)cc(=O)[nH]c12	-1	-6	-1	0.8	-14	-0.6	-0.7	3	-1
Nc1nc(Nc2cccc(F)c2)nc(NCc2ccco2)c1[N+](=O)[O-]	84*	-4	2	-1.2	-12	-1.9	-1.7	-1	3
Nc1nc(C23CC4CC(CC(Cl)(C4)C2)C3)cs1	11	24	-7	1.5	5	0.9	4.0	4	0
COc1ccc(C(=O)N/N=C2\SCC(=O)N2Cc2ccc3c(c2)OCO3)c(OC)c1	19	10	-2	0.0	0	2.1	2.3	6	-3
CC(C)(C)c1ccc(C(=O)c2c[nH]c(C(=O)NCC3CCCO3)c2)cc1 (centres undefined)	24	0	0	0.5	1	-3.2	2.2	1	0
CN(C)CCN(C(=O)c1ccc(N2C(=O)CCC2=O)cc1)c1nc2cc3c(cc2s1)OCO3	-13	-5	1	1.0	-2	1.7	1.8	4	4
CCCCC[C@H](O)/C=C/[C@@H]1[C@@H](C/C=C\CCCC(=O)O)[C@H]2CO[C@@H]1C2	16	12	2	2.4	-4	-1.4	0.3	9	1
COc1ccc(-c2csc(Nc3ncccc3C)n2)cc1OC	-21	14	2	0.5	-3	-1.1	-0.4	4	2
Cc1nc(CCNC(=O)c2ccccc2)cs1	8	15	-1	0.8	-4	-0.9	-0.3	1	-3
COc1ccccc1C(=O)NNC(=O)c1sccc1-n1cccc1	-5	19	2	1.0	4	0.8	0.6	4	-1
O=C(c1n[nH]c(=O)c2ccccc12)N1CCN(c2ccccc2Cl)CC1	39	-6	-3	3.2	-6	-3.8	3.1	2	-2
COC(=O)c1cc(=O)nc2sc(-c3ccccc3)nn12	-18	-11	2	1.1	-3	0.1	1.2	9	3
COc1ccc(CNc2cc([N+](=O)[O-])ccc2OC)cc1	52	-12	2	-0.5	-3	-3.3	-1.6	9	-2
Cc1ccc(-c2c(C)c(-c3ccc(F)cc3)nc(N)c2C#N)o1	57	8	-1	-0.7	6	-0.9	-1.5	-3	-2
O=C(O)c1coc2ccccc12	16	12	-2	0.9	-2	-2.8	0.2	0	5
COc1ccc(NC(=O)c2oc3ccccc3c2C)c(OC)c1	43	9	2	0.2	-8	-1.5	0.4	5	-1
O=C1NC2(CCCCC2)N(C(=O)c2ccccc2)C2=C1CCCC2	3	-3	1	0.8	-3	-1.2	-0.6	5	-3
Cc1nc2nc(SCC(=O)O)nn2c(C)c1Cc1ccccc1Cl	5	6	2	-2.2	-6	1.9	1.4	7	-1
CN1C(=S)SC(/[N+]([O-])=C\c2ccco2)C1(C)C (centres undefined)	27	8	4	0.2	-3	-2.1	1.6	8	2
CCOC(=O)N1CCN(C(=O)C2CCN(S(=O)(=O)c3cc(C)ccc3OC)CC2)CC1	-14	-18	4	0.3	-10	-0.1	-0.6	6	-2
O=C(c1ccncc1)N(c1ccc2oc3c(c2c1)CCCC3)S(=O)(=O)c1cccc([N+](=O)[O-])c1	40	-13	-3	0.3	-2	0.7	1.1	4	0
COc1ccccc1-n1c(SCC(=O)N2CCCCC2)nc2cccnc21	8	8	2	0.3	-8	-2.2	0.1	7	-3
CCCCCNc1nc(NCCCO)c(C#N)c2c1CN(C)CC2	14	4	0	0.8	3	0.2	1.0	8	-2
O=C(CC1Sc2ccccc2NC1=O)Nc1cccc(C(=O)O)c1 (centres undefined)	24	29	-5	0.5	6	2.1	-2.1	0	3
Cc1ccc(C(=O)N/C(=C/c2ccccc2)C(=O)NC(Cc2ccccc2)C(=O)O)cc1 (centres undefined)	8	4	1	1.1	-1	0.7	1.3	8	2
Cn1nc(C(F)(F)F)cc1-c1ccc(S(N)(=O)=O)s1	-8	7	1	0.0	-1	0.0	-0.8	-2	1
O=C1CN(C(=O)CSc2nnc(Nc3ccccc3)s2)c2ccccc2N1	2	6	5	-0.1	-6	2.8	-0.5	9	3
CSc1nc(C)[nH]c(=O)c1C#N	0	9	-2	1.1	2	0.6	0.6	3	0
CCOC(=O)c1cnc2ccc(C)cc2c1Sc1ccccc1C(=O)OC	-11	5	0	-2.1	-10	-5.1	-2.7	7	-1
COc1ccc(-c2nc3c4c(ncn3n2)-c2ccccc2CC42CCCC2)cc1	4	3	-2	0.9	-7	0.9	1.3	1	1
CCOC(=O)C1(CCc2ccccc2)CCN(C(=O)c2cccc(C)n2)CC1	11	-13	-2	0.0	-7	0.7	-0.1	3	11*
O=C1NCCc2cc3c(cc21)OCO3	-5	33	-1	0.1	8	-1.6	1.1	5	0
Cc1nc2ccccc2c(=O)n1NC(=O)COc1ccccc1	-13	27	0	0.5	-2	1.4	-0.6	1	2
Cc1nn(Cc2ccc([N+](=O)[O-])cc2)c(=O)n1-c1ccccc1Cl	17	15	0	0.0	-13	0.6	0.8	7	2
Cn1ccnc1Sc1ccc(C(N)=O)cc1[N+](=O)[O-]	6	-1	1	0.1	-7	0.6	0.7	9	3
Cc1oc(-c2cccc(Cl)c2)[n+]([O-])c1C	9	14	-1	1.1	-2	-2.9	2.6	2	2
CCCCCCn1c(NCC)nc2c1c(=O)n(C)c(=O)n2C	x	8	54*	-0.8	-6	-8.6	2.1	59*	-2

# More entries:
molecule	CHOP inh	PPC-1+TRAIL kill	Ba/F3 V617F tox	TRPML3 ag	RBBP9 inh	TNF death inh	zfTRPN1 agonist	BaF3 tox	Wee1 stabilizer
COc1ccc(-c2nnc(SCC(=O)N3CCC(Cc4ccccc4)CC3)o2)cc1OC	44	-10	-4	1.0	-9	-0.9	1.5	5	-1
Cc1ccc(Nc2cc(C)nc(NCc3ccccc3)n2)cc1	60	3	0	1.3	0	5.7	-0.6	4	-1
NS(=O)(=O)c1ccc(NC(=S)NC(=O)c2cccs2)cc1	20	7	-6	-0.3	0	4.4	-1.0	2	19*
CCOc1ccc(C(=O)NC2=NCCS2)cc1	-9	29	1	0.9	-5	0.1	0.3	2	5
COc1ccc(C(c2c(NC(=O)c3ccccc3)sc(C)c2C)N2CCN(CCO)CC2)cc1 (centres undefined)	10	21	3	0.2	-6	1.4	1.1	6	-3
O=C1C2CC=C(Cl)CC2C(=O)N1CCC[n+]1cccc2ccccc21 (centres undefined)	2	14	-2	0.8	5	1.6	0.9	5	-1
O=S(=O)(c1ccc(Cl)cc1)n1c(Cc2ccccc2)nc2ccccc21	20	34	0	0.2	1	40	-2.6	5	-2
Cc1nc(NC(=O)/C=C/c2ccccc2)sc1C(=O)N1CCCCC1	5	1	4	0.6	-12	2.2	1.2	1	-3
CCOc1ccc(Cl)cc1S(=O)(=O)n1cnc2ccccc21	x	-8	0	3.9	-5	-6.4	-0.3	6	3
O=C(COc1ccccc1-c1ccccc1)NCc1ccco1	19	12	0	-1.9	-1	-0.3	-1.8	4	6

# Two entries picked at random from those above, as already listed:
molecule	CHOP inh	PPC-1+TRAIL kill	Ba/F3 V617F tox	TRPML3 ag	RBBP9 inh	TNF death inh	zfTRPN1 agonist	BaF3 tox	Wee1 stabilizer
NS(=O)(=O)c1ccc(NC(=S)NC(=O)c2cccs2)cc1	20	7	-6	-0.3	0	4.4	-1.0	2	19*
Cc1nc(NC(=O)/C=C/c2ccccc2)sc1C(=O)N1CCCCC1	5	1	4	0.6	-12	2.2	1.2	1	-3

# Carrying on:
molecule	CHOP inh	PPC-1+TRAIL kill	Ba/F3 V617F tox	TRPML3 ag	RBBP9 inh	TNF death inh	zfTRPN1 agonist	BaF3 tox	Wee1 stabilizer
COc1ccc(-c2cc(CCCC(=O)NCCc3cc(OC)ccc3OC)no2)cc1	57	10	2	-0.7	-3	2.6	-2.0	6	-2
Cn1c(CCCNC(=O)c2ccccc2)nc2ccccc21	51	-8	-2	0.0	4	-1.0	-0.2	3	0
CCCC1=C(C(=O)OCC)C(c2ccc(NC(C)=O)cc2)NC(=O)N1 (centres undefined)	-4	-1	-2	0.7	8	-1.9	1.8	2	-1
Oc1cccc(/C=N/NC(=S)Nc2cccnc2)c1O	54	27	1	-0.1	-4	-8.3	1.1	10	0
CC(C)CSc1n[nH]c(N)n1	18	36	-4	0.7	-2	0.7	0.7	-1	-2
O=Cc1cc2ccccc2nc1SCCCF	43	-1	3	-0.3	-1	-9.6	-0.9	6	4
Cc1ccc(Nc2nc(N)nc(CN3CCc4ccccc4C3)n2)cc1	27	12	0	-0.2	5	-2.5	-2.3	-2	2
COC(=O)/C=c1\sc2ncnn2c1=O	-77	-5	-2	0.4	1	-3.3	0.4	5	9
NC(=S)Nc1cccc2cccnc12	7	20	-2	0.6	-11	-0.3	0.8	-6	3
Cc1ccc(C)n1CCN1CCN(C(=O)c2ccco2)CC1	19	4	-6	0.1	-4	-0.7	1.4	-1	-3
